# Pf growth 96h: Primary qHTS for delayed death inhibitors of the malarial parasite plastid, 96 hour incubation; P. falciparum luciferase reporter growth, 96 h; Potency, µM (highest dose often 28.7 µM), without a hit: at the top dose activity change, negative = inhibition, hits mostly inhibitors; 320,000 tested, 6.9% active; AID 504834, 2011; also: potency is read from the fitted curve at half-maximal effect; % is scaled to controls: 0 for no effect and ±100 for the full control effect
#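 Compounds incubated with erythrocytes infected by luciferase-expressing P. falciparum (2% hematocrit, 0.05% parasitemia final) for 96 hours, 37 C in 5% CO2. Growth inhibition scored as decreased luciferase luminescence.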
# Tb PYK inh: qHTS of Trypanosoma Brucei Inhibitors. pyruvate kinase (Trypanosoma brucei), Q57TT1. TbPYK enzyme, Kinase-Glo Plus ATP luminescence, 45 min. Potency, µM (top dose mostly 76.8 µM), for the others: at the highest dose activity, negative = inhibition, actives largely listed as inhibitors. 410,000 tested, 0.12% active; also: potency is read from the fitted curve at half-maximal effect; % is scaled to controls: 0 for no effect and ±100 for the full control effect; nearly all actives have a fitted effect of over 50% in size
#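 Readout: single end-point luminescence (Kinase-Glo Plus, 10 min). Reaction conditions were TbPYK/substrate plus 130 uM ADP, 45 min at RT, pH 7.2 TEA buffer. No-enzyme wells served as controls, and data were normalized before concentration-response fitting.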
# Shiga inhibitor: A qHTS for Small Molecule Inhibitors of Shiga Toxin; Vero cells, Shiga toxin protein synthesis inhibition reporter; inhibition, % at 38.7 µM; 290,000 tested, 9.2% active; in the data active = inhibition mostly above about 28%, no sharp cut-off; inactive = mostly below about 43%; also: 0% is about no effect
# AmpC inh no detg: qHTS Inhibitors of AmpC Beta-Lactamase (assay without detergent); 330,000 tested, 0.52% active; Potency, µM (titrated, usually from 57.1 µM), for inactives: at the top dose activity change, negative = inhibition, hits mostly inhibitors; AmpC nitrocefin hydrolysis, absorbance 480 nm, 0.0001% Triton; P00811;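 also: potency is read from the fitted curve at half-maximal effect; plate controls were no compound for no effect and no enzyme for full effect; nearly all actives have a fitted effect of over 20% in size; some results filed as inactive show a strong effect at the top dose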
# Target sequence (P00811 whole entry, looked up): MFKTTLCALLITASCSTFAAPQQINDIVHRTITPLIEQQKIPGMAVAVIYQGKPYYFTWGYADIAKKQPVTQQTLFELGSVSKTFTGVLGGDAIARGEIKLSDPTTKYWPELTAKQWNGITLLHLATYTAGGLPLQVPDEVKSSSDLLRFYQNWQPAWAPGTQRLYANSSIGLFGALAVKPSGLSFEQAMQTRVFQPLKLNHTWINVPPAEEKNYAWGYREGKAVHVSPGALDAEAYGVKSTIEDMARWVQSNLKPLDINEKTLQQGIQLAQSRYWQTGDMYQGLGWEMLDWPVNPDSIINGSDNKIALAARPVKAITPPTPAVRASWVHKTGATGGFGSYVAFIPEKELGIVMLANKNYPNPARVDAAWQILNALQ
#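 AmpC (5.3 nM in the dispensed reagent) in 20 mM phosphate pH 7.0 with 0.01% (detergent screen) or 0.0001% Triton X-100 was preincubated with compounds for 15 min at room temperature. Nitrocefin was then added from an 800 uM solution, and hydrolysis was followed at 480 nm.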
# Cycloheximide cs: Cycloheximide Counterscreen for Small Molecule Inhibitors of Shiga Toxin; AID 2314, 2010; max response, %; 300,000 tested, 12% active; cell reporter, cycloheximide protein synthesis inhibition counterscreen; in the data active = max response mostly above about 13%, no sharp cut-off; inactive = mostly below about 14%; also: read at 38.3 µM for the half of the compounds with a filed dose; 0% is about no effect
# LmPK inhibitor: qHTS Assay for Inhibitors of Leishmania Mexicana Pyruvate Kinase (LmPK); AID 1721, 2009; Q27686; purified LmPK, Kinase-Glo ATP luminescence, 1 h; Potency, µM (highest dose often 57.5 µM), inactives show at the top dose activity change, negative = inhibition, most hits filed as inhibitors; 290,000 tested, 0.37% active; also: potency is read from the fitted curve at half-maximal effect; % is scaled to controls: 0 for no effect and ±100 for the full control effect
# Target sequence (Q27686 whole entry, looked up): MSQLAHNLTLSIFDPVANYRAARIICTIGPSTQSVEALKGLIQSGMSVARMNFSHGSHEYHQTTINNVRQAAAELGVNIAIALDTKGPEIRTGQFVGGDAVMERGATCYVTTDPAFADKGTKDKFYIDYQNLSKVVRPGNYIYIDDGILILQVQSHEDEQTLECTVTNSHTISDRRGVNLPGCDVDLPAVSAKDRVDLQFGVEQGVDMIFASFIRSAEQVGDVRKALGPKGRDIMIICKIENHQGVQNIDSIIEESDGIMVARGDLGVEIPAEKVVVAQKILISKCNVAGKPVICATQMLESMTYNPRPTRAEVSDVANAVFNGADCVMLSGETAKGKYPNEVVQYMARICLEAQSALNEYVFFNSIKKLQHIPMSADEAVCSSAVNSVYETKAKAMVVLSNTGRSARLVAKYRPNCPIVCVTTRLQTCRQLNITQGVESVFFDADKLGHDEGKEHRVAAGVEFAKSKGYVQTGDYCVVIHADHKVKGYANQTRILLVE
#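 In 50 mM imidazole pH 7.2 with 7 mM MgCl2, LmPK (0.1 nM) turned over PEP (0.5 mM) and ADP (0.1 mM) for 1 h at room temperature. Luciferase read-out of ATP.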
# Pf growth 48h: Primary qHTS for delayed death inhibitors of the malarial parasite plastid, 48 hour incubation | 310,000 tested, 5.9% active | Potency, µM (top dose mostly 28.7 µM), without a hit: at the top dose activity change, negative = inhibition, actives largely listed as inhibitors | P. falciparum luciferase growth in erythrocytes, 48 h; also: potency is read from the fitted curve at half-maximal effect; % is scaled to controls: 0 for no effect and ±100 for the full control effect
#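 Erythrocytes infected with P. falciparum carrying an integrated firefly luciferase reporter (2% hematocrit, 0.1% parasitemia final) were exposed to compounds in RPMI 1640 with 0.5% Albumax at 37 C, 5% CO2. Growth inhibition was scored as reduced luminescence.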
# Starred values were filed as active, the others as inactive; ? = inconclusive; nt = no result given; & = joins results of further samples; [ ] = dose if it differs, or a comment. Unless noted, calls follow the shape of the dose curve; as a rule, active = well fitted curve in the direction sought with a large enough effect; inconclusive = small, poorly fitted or top-dose-only effect, or another doubt; inactive = no such curve, though single readings can be large; an effect the other way counts as inactive or inconclusive.
SMILES,Pf growth 96h,Tb PYK inh,Shiga inhibitor,AmpC inh no detg,Cycloheximide cs,LmPK inhibitor,Pf growth 48h
CC(=NC1CCCC1)c1c(C)[nH]n(-c2nc3ccccc3s2)c1=O,485.2%[activator],-5.1%,75.2*,18.7%,40.4*,-1.4%,251.9%[activator]
CCN(CC)S(=O)(=O)c1ccc(C)c(NC(=O)CN2CCN(Cc3ccccc3)CC2)c1,?,22.4%,2.8,166.8%[activator],-7.1,-2.0%,?
Cc1nc2[nH]onc2c2nccc(=O)c12,37.5%[activator],-0.3%,-13.6,-12.4%,-0.6,-4.5%,7.5%
CCOC(=O)CSc1nnc(-c2ccccc2OC)o1,nt,-0.4%,-18.2,-3.3%,6.2,-14.9%,-17.4%
CCOC(=O)c1cnc2ccc(OC)cc2c1NCCN1CCOCC1,?,-5.8%,34.1,5.6%,6.6,0.4%,?
O=C(CCc1c[nH]c2ccccc12)N=Nc1c(O)[nH]c2ccccc12,?,-8.7%,-4.5,31.6µM*,19.3,1.9%,18.0%
COC(=O)C1=C(c2ccc(OC)c(OC)c2)C[C@@H]2CC[C@H]1N2C(=O)NC(C)C,39.1%[activator],-7.2%,nt,-9.7%,nt,nt,40.1%[activator]
O=C(CSC(=S)N1CCCCC1)Nc1ncc2c(n1)CC(c1ccco1)CC2=O (centres undefined),6.1%,-13.9%,0.7,-9.9%,2.1,2.4%,-17.6%
Cc1cccc(S(=O)(=O)NCCC(=O)OCC(=O)Nc2ccc(C#N)cc2)c1,-16.2%,1.5%,2.8,-9.5%,-1.2,-2.0%,1.0%
COCCCNC(=O)C1CC(=O)N(CCc2ccccc2)C1 (centres undefined),?,-21.0%,-4.9,-14.9%,-5.2,1.0%,nt
COC(=O)c1ccccc1S(=O)(=O)N1CCC(NC(=O)C(Cc2cccc(OC)c2OC)NC(C)=O)CC1 (centres undefined),14.2%,-0.4%,20.8,56.2%,-5.8,3.4%,-19.8%
Cc1ccnc(SCc2cn3c(C)cc(C)nc3n2)n1,?,-4.3%,-10.6,-5.9%,-2.5,9.3%,-8.1%
O=C(Nc1ccccc1N1CCCC1)c1ccc(Cl)c(S(=O)(=O)N2CCOCC2)c1,8.28µM*,5.6%,nt,8.1%,nt,nt,11.7µM*
CC(C)n1c(N2CCN(C(=O)NCc3ccccc3)CC2)nc2ccccc21,20.3%,3.9%,30.0,21.2%,-4.1,1.2%,-17.3%
O=C(NCc1cccnc1)C1CCCN1S(=O)(=O)c1ccc(Cl)cc1 (centres undefined),-16.5%,1.9%,-2.1,2.0%,-1.9,4.6%,6.2%
Cc1ccc2nsnc2c1S(=O)(=O)NCc1ccc2c(c1)OCO2,?,-12.9%,-1.1,-14.9%,-2.1,7.4%,13.1%
COC(=O)c1cc(NC(=O)c2ccc(C)cc2)c(=O)oc1C,85.2%[activator],-9.6%,42.7,-22.7%,24.8*,-10.6%,38.7%[activator]
Cc1ccc(NC(=O)c2cc(-c3ccc4c(c3)OCO4)on2)cc1C,-21.2%,11.8%,-7.3,-12.0%,-1.3,-1.7%,24.4%
COc1cc2c(cc1OC)/C(=C/C(=O)c1ccccc1F)NCC2,0.1%,0.0%,-13.9,32.6%,-1.8,0.5%,-10.4%
COc1ccc(OC(C)C(=O)Nc2cccc(OC)c2)cc1 (centres undefined),2.6%,1.0%,14.9,5.3%,5.2,0.9%,?
Cn1c(N)c(C(=O)COC(=O)c2cc(C3CC3)nc3ccccc23)c(=O)n(C)c1=O,?,-1.9%,-9.0,2.2%,-4.2,2.8%,?
COc1ccc(C(CNC(=O)c2ccc(Br)o2)N2CCN(C)CC2)cc1 (centres undefined),4.6%,4.8%,nt,-4.9%,nt,nt,2.2%
Cc1c(C(=O)N2CCc3ccccc32)oc2ccccc12,7.6%,0.4%,68.5*,-33.0%,55.0*,?,189.6%[activator]
CCC(C)N1C(=O)/C(=C\c2cc3c4c(c2)CCCN4CCC3)C(=O)NC1=S (centres undefined),46.5%[activator],?,-11.6,-2.6%,-1.9,-22.3%,5.5%
CCn1cc(CN2CCN(CC(C)(C)C)C(CCO)C2)c2ccccc21 (centres undefined),?,0.3%,8.7,34.9%,-2.8,7.8%,?
O=C(CCCCl)OCc1cn(-c2ccc(Cl)cc2)nn1,33.1%[activator],0.4%,23.7,-19.5%,10.5,-0.6%,-24.3%
CCc1ccc(C(C)NC(=S)NCc2ccc(F)cc2)cc1 (centres undefined),14.7µM*,-0.3%,7.6,-5.9%,11.5,6.7%,13.1µM*
CCCCC(C)n1[nH]c(=O)c2c(C)cc(C)nc21 (centres undefined),26.1%,-4.5%,-26.1,-17.2%,-0.9,5.4%,4.0%
Cc1ccc(-c2nc3ccsc3c(=O)o2)cc1,166.6%[activator],-14.3%,16.0,-22.7%,15.2,-18.1%,84.8%[activator]
O=C(N/N=C1/CCc2ccccc21)C1CC1,55.1%[activator],1.5%,92.0*,-24.2%,32.9*,-3.9%,26.2%
CCOC(=O)N1CCN(C(=O)c2ccccc2-c2ccccc2)CC1,?,0.0%,-4.3,0.2%,-3.1,2.8%,28.2%
O=C(CSCc1ccccc1Cl)N1CCN(c2ccccn2)CC1,0.0%,-13.3%,119.4*,25.4%,58.8*,8.7%,nt
CCOc1nc(-c2ccc(OC)cc2)ccc1-c1noc(-c2ccncc2)n1,?,1.6%,-2.3,-15.1%,-3.2,6.6%,?
CCOC(=O)C(C)Oc1cccc2c(=O)n(CC(=O)Nc3ccc4c(c3)OCCO4)ccc12 (centres undefined),11.4%,0.0%&3.5%,-7.0,-3.8%,1.0,7.0%,nt
CCOC(=O)CC1(c2ccccc2)CCOC(C)(C)C1 (centres undefined),14.3%,-2.3%,40.8,-3.6%,10.0,2.6%,nt
Cc1ccc(OCC(=O)N2CCN(S(=O)(=O)c3ccc4c(c3)OCCO4)CC2)c(C)c1,?,5.3%,nt,15.0%,nt,nt,?
COc1ccc(CNC(=O)CN(c2ccc(C)cc2)S(=O)(=O)c2c(C)nn(C)c2C)cc1,?,7.4%,-10.2,106.6%[activator],-2.6,-0.3%,?
COCCNC(=O)c1cc(S(=O)(=O)N2CCOCC2)ccc1SCc1cccc(OC)c1OC,-20.6%,-2.2%,-12.5,128.5%[activator],-8.3,12.3%,?
CCN1CCC2(CC1)N=C(c1ccc(F)cc1)C(=S)N2,?,-8.8%,30.0,-16.9%,5.4,-19.4%,5.2%
CSCCC(NC(=O)c1cccc(C)c1)C(=O)Nc1sccc1C(N)=O (centres undefined),-1.3%,-2.0%,7.2,-24.0%,6.4,0.1%,-22.9%
CCN(CC)c1ccc(NC(=O)c2ccc(Cl)nc2)cc1,?,-11.8%,18.4,-26.5%,16.7*,-5.0%,?
Cc1cc2nc(C3CCN(CC4COc5ccccc5O4)CC3)[nH]c2cc1C (centres undefined),6.4%,-0.1%,12.3,?,-0.9,0.2%,13.1µM*
CCOC(=O)Cn1nc(C)n(-c2ccc(F)cc2)c1=O,52.7%[activator],2.6%,-17.7,-10.9%[2.29 µM],-3.0,-1.4%,-6.7%
Cc1ccc(OCC(=O)N2CCOCC2)cc1C,33.1%[activator],-21.1%,44.3*,-4.6%,30.8*,-3.1%,43.0%[activator]
COc1cc(OC)c(OC)cc1/C=C1\CCC/C(=C\c2cc(OC)c(OC)cc2OC)C1=O,-2.9%,0.1%,3.1,66.9%[activator],-4.4,6.4%,?
O=C(CN1C(=O)c2ccccc2C1=O)Nc1ccccc1C(=O)NC1CCCCCC1,0.7%,-23.7%,0.4,-7.5%,-1.1,-2.3%,4.8%
Cc1cccc(C(=O)NCC(c2ccc(F)cc2)N2CCOCC2)c1 (centres undefined),4.8%,-2.2%,23.5,11.1%,4.3,0.7%,22.1%
Cc1ccc(/C=N/NC(=O)C2COc3ccccc3O2)s1 (centres undefined),1.5%,2.9%,nt,-14.6%,nt,nt,53.1%[activator]
O=C1c2cccc3cccc(c23)N1Cc1cccc(F)c1,?,-1.7%,-3.7,3.6%,1.0,0.8%,-37.5%
OCC1OC(Oc2cccc3ccccc23)C(O)C(O)C1O (centres undefined),24.1%,-3.2%,-4.8,-12.4%,9.0,5.4%,-2.6%
CCc1ccc2[nH]c(C(=O)Nc3ccc(F)cc3Br)cc2c1,-9.4%,-17.7%,19.2,-40.2%,6.5,-2.0%,-8.2%
COc1ccc(C2c3[nH]c4ccccc4c3CCN2CCCn2cccn2)c(F)c1 (centres undefined),-20.9%,-2.0%,20.6,85.0%[activator],-2.7,8.7%,?
Cc1noc(-c2ccccc2)c1NC(=O)Nc1ccccc1,?,5.8%,-4.2,-40.7%,-2.9,0.2%,2.5%
CCc1ccc(-c2ccc3nnc(SCC(=O)NCC4CCCO4)n3n2)cc1 (centres undefined),?,0.6%,nt,123.7%[activator],nt,nt,-8.8%
Cc1nn(Cc2ccc(F)cc2)c(C)c1NC(=O)c1cnn2cccnc12,nt,0.8%,-3.4,-13.1%,-2.1,1.4%,-3.0%
COc1ccc(-n2nc3c(N4CCC(C(=O)NC5CCCCC5)CC4)nnc(C)c3c2C)cc1,12.1%,0.0%&5.7%,-11.8,72.1%[activator],-6.0,2.7%,?
CN(c1cnn(-c2ccccc2)c(=O)c1Cl)n1cccc1,44.3%[activator],8.8%,56.4*,-6.2%,34.5*,4.5%,41.2%[activator]
COc1ccc(C(CNC(=O)Cc2ccccc2)N2CCCCC2)cc1 (centres undefined),2.5%,-0.5%,2.7,-23.5%,-1.7,2.8%,-9.7%

# Filtered by structure: the compounds so far containing an aryl thioether with sulfur outside any ring
SMILES,Pf growth 96h,Tb PYK inh,Shiga inhibitor,AmpC inh no detg,Cycloheximide cs,LmPK inhibitor,Pf growth 48h
CCOC(=O)CSc1nnc(-c2ccccc2OC)o1,nt,-0.4%,-18.2,-3.3%,6.2,-14.9%,-17.4%
Cc1ccnc(SCc2cn3c(C)cc(C)nc3n2)n1,?,-4.3%,-10.6,-5.9%,-2.5,9.3%,-8.1%
COCCNC(=O)c1cc(S(=O)(=O)N2CCOCC2)ccc1SCc1cccc(OC)c1OC,-20.6%,-2.2%,-12.5,128.5%[activator],-8.3,12.3%,?
CCc1ccc(-c2ccc3nnc(SCC(=O)NCC4CCCO4)n3n2)cc1 (centres undefined),?,0.6%,nt,123.7%[activator],nt,nt,-8.8%

# Screens as filed in PubChem.
